Screens deposited in PubChem by several laboratories.
5HT1E antag: 5-HT1E receptor antagonists, primary screen, cell-based, HTS; 5-hydroxytryptamine receptor 1E (Homo sapiens), P28566; CHO 5-HT1E Ga15 NFAT-bla reporter, FRET, antagonist; inhibition, % at 6 µM; hit rate 0.99% among 65,000;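 active = inhibition above a set limit, the mean inhibition across every tested compound plus 3 SD, cut at about 29% in these data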;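 note: signal is the 460 over 535 nm emission ratio of beta-lactamase substrate; 0% = agonist plus DMSO wells and 100% = wells without agonist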
Target sequence (P28566 whole entry, looked up): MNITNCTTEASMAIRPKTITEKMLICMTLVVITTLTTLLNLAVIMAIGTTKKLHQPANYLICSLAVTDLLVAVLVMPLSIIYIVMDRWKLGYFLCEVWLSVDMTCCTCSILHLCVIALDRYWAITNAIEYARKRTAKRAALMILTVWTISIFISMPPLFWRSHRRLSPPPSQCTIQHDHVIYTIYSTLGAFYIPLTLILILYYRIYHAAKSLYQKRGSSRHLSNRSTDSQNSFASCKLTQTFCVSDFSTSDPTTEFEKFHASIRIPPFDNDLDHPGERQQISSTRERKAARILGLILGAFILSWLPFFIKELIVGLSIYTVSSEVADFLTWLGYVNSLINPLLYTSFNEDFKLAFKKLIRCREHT
S1P3 agonist: human S1P3 receptor agonists, primary screen, cell-based, primary and confirmation, NFAT-BLA reporter; Sphingosine 1-phosphate receptor 3 (Homo sapiens), Q99500; hit rate 0.1% among 60,000; activation, % at 4.5 µM; S1P3 NFAT-BLA reporter cells, agonism, FRET ratio; relative to 1 µM S1P, basal subtracted;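 active = activation above the screen-wide mean plus 3 SD, cut at about 4.5% in these data, passing the limit was not always enough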; note: some compounds called inactive have numbers as strong as hits
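Assay system: stable CHO line with human S1P3, Gα16, NFAT-BLA reporter; Detection: FRET β-lactamase substrate fluorescence, excitation 405 nm, 460/535 nm emission ratio, background-subtracted; Read-out: percent activation versus median 1 µM S1P response, basal-subtracted, per plate; Incubation: cells plated overnight, compound 4 h 37 °C, substrate 2 h RT.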
5-HT1A blocker: human 5-HT1a receptor antagonists, primary screen, cell-based, CHO, Ga15 NFAT-bla reporter; 5-hydroxytryptamine receptor 1A (Homo sapiens), P08908; CHO 5-HT1a Ga15 NFAT-bla reporter, antagonist mode; inhibition, % at 10 µM; hit rate 0.68% among 62,000; AID 612, 2007;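 active = inhibition above the mean of all tested compounds plus 3 SD, cut at about 43% in these data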;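 note: receptor stimulated by 5-CT agonist at 100 nM near EC80; beta-lactamase reporter measured by ratiometric fluorescence of a cleavable substrate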
S1P1 ag pot: S1P1 agonists and agonism potentiators, primary screen, cell-based, primary and confirmation screens, CRE-bla reporter; activation, % at 9.5 µM; S1P1 CRE-bla cells, forskolin, beta-lactamase FRET, potentiator mode; S1P1 agonist co-added at EC20, 2 nM; 100% = saturating reference agonist, 0% = basal; Sphingosine 1-phosphate receptor 1 (Homo sapiens), P21453; hit rate 0.57% among 56,000;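 active = activation above a cutoff set at the mean activation of all tested compounds plus 3 SD, cut at about 54% in these data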;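 note: forskolin at 4 µM as EC80 and the EC20 agonist is SEW2871; 100% = SEW2871 at its EC100 plus forskolin at EC80; some compounds past the cut are filed as inactive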
SF1 activator: activators of human SF-1, primary screen, cell-based, CHO-K1, Gal4-SF-1 LBD, luciferase luminescence; Steroidogenic factor 1 (Homo sapiens), Q13285; CHO-K1 Gal4-SF-1 LBD luciferase reporter; % increase over DMSO SF-1-specific signal; activation, % at 10 µM; hit rate 1.9% among 65,000; AID 522, 2006;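 active = activation above the mean activation of all tested compounds plus 3 SD, cut at about 50% in these data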
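System: CHO-K1 cells with Gal4–hSF-1 LBD chimera plus Gal4-driven luciferase; quantity: 4,000 CHO-K1 cells per well; compound: one dose, 10 µM compound, 1% DMSO; times: 20 h compound treatment, 37 °C; measured by: SteadyLite luciferase luminescence; read-out: percent activation versus DMSO; benchmarks: DMSO and mock-transfected background; replicates: one test per compound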
HTR1E agonist: 5-HT1E receptor agonists, primary screen, cell-based, HTS; CHO 5-HT1E Ga15 NFAT-bla reporter, FRET; 0% DMSO wells, 100% control agonist wells; activation, % at 6 µM; hit rate 0.69% among 65,000; AID 574, 2007;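 active = activation above a set limit, the screen-wide mean activation plus 3 SD, cut at about 8.5% in these data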;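 note: 100% = positive control agonist at 1 µM giving full maximal response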
RORA act: activators of orphan receptor RORA, primary screen, cell-based, luminescence. hit rate 1.5% among 65,000. AID 560, 2006. CHO-K1 Gal4-RORA LBD luciferase reporter; percent increase over mock-subtracted basal signal. activation, % at 10 µM. Nuclear receptor ROR-alpha (Homo sapiens), P35398;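 active = activation above the mean of all tested compounds plus 3 SD, cut at about 49% in these data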;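 note: 0% = DMSO-treated RORA cells and 100% = added signal equal to DMSO minus mock-transfected cells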
Target sequence (P35398 whole entry, looked up, the tested form may be a part): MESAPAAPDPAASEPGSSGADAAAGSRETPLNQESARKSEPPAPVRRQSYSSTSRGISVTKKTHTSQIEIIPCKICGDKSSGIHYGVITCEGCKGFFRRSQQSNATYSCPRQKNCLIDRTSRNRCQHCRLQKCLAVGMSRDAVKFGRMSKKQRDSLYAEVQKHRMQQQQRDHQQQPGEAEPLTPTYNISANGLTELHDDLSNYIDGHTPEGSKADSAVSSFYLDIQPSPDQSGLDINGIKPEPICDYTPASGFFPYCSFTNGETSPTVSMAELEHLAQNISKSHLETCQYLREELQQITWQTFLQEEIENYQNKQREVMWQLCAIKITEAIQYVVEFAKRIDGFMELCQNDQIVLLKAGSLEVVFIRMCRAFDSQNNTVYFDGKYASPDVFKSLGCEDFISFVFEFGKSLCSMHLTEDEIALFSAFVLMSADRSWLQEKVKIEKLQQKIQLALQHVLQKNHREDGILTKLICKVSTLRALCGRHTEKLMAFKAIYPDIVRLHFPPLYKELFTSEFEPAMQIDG
Ecoli tolC: growth inhibitors of E. coli tolC mutant, primary screen, strain BW25113 ΔtolC::kan, 384-well. AID 573, 2007. growth inhibition, % at 10 µM (by protocol). hit rate 2.2% among 65,000. OD615;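 active = growth inhibition at or above a cutoff equal to the mean over every tested compound plus 3 SD, cut at about 60% in these data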;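 note: growth measured after 20 h incubation at 37 °C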
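Test system: tolC-deleted E. coli BW25113; medium: LB with kanamycin 50 µg/mL; compound: single-point testing at 10 µM; incubation: 20 h compound exposure of bacteria at 37 °C; signal: OD at 615 nm; evaluation: growth inhibition in percent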
AP complement: alternative complement pathway inhibitors, primary screen, biochemical, ELISA, human serum, orthogonally pooled compounds. LPS-coated ELISA, C3 deposition; tested in compound mixtures. inhibition, % at 5 µM. hit rate 0.08% among 62,000. AID 1235, 2008;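 active = inhibition above 30% in each of the two pooled mixtures holding the compound, so the lower value exceeds 30%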;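 note: 0% = serum in Mg-EGTA without compound and 100% = EDTA serum blank; some compounds past the cut are filed as inactive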
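Test system: human serum complement alternative pathway, C3 deposition onto LPS / Medium: Mg2+-EGTA GVB++ buffer containing human serum at 1:15 dilution / Probe or stimulus: Plate-bound LPS / Times: 1 h at 37 °C / Signal: ELISA with HRP anti-human C3 antibody, TMB substrate, absorbance 450 nm / Measure: percent inhibition / Repeats: two pool placements per compound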
The depositor's hits bear a star; nt = not tested or not shown. This is a subset (hit frequency here may not be typical).

Below each SMILES – 5HT1E antag	S1P3 agonist	5-HT1A blocker	S1P1 ag pot	SF1 activator	HTR1E agonist	RORA act	Ecoli tolC	AP complement
O=C(c1cc(-c2ccncc2)nc2ccccc12)N1CCC2(CC1)OCCO2
→ 0	nt	-7	nt	-13	-1.8	-8	4	17
Cc1c2cnn(CC(=O)N3CCC4(CC3)OCCO4)c(=O)c2c(C)n1Cc1ccc(F)cc1
→ 11	0.3	-4	8	16	-0.2	1	-8	0
CON(C)C(=O)Nc1ccc(Cl)cc1
→ -9	nt	10	nt	-12	0.3	-4	-11	3
Cc1ccc2nsnc2c1-n1c(C)nc2ccccc2c1=O
→ -7	-1.2	-4	-35	7	0.1	-12	1	7
c1ccc2c(CN3CCCCCCC3)c[nH]c2c1
→ 0	3.6	34	nt	-24	-0.9	-38	-10	-13
Cc1ccc2c(c1)CC1(CN2C)C(=O)NC(=O)N(CCC2=CCCCC2)C1=O (stereo not given)
→ 8	-0.9	-12	0	-1	-0.8	-7	30	10
O=C(O)C1CSC(c2cccnc2)N1 (stereo not given)
→ 2	-0.6	-4	-26	1	-1.1	-5	-10	8
CCn1c(O)c(C=NCCc2c[nH]c3ccccc23)c(=O)[nH]c1=O
→ 5	-1.2	12	-7	-12	17*	-23	-1	7
Cn1c(O)c(C=Nc2ccc(Cl)cc2)c(=O)n(C)c1=O
→ 17	-1.1	4	-2	2	-0.7	23	-5	0
CCC(=NC1CC1)c1c(O)n(-c2ccc(OC)cc2)c(=O)[nH]c1=O
→ -14	-1.2	12	-14	13	-0.9	-3	-3	-4
OC(c1ccc(F)cc1)C(c1ccccc1)N1CCOCC1 (stereo not given)
→ -3	3.3	nt	2	1	0.5	-16	3	-1
CCNC(=O)C1OC(n2cnc3c(N)ncnc32)C(O)C1O (stereo not given)
→ 2	-1.6	-2	-37	4	0.2	10	10	10
CCCCCCn1c(O)c(C=NC2CCN(Cc3ccccc3)CC2)c(=O)[nH]c1=O
→ 7	-3.1	nt	-6	17	-0.5	-10	8	11
Cc1nn(-c2ccccc2)c2c1C(c1ccc3c(c1)OCO3)SCC(=O)N2 (stereo not given)
→ -2	-0.6	-3	-3	12	-0.6	9	15	2
COc1ccccc1OCCCn1cc(C(=O)c2ccco2)c2ccccc21
→ 7	-1.9	0	15	52*	-0.4	65*	53	10
CC(=O)N1CN2CN(C(C)=O)CC(C(=O)c3ccccc3)(C2)C1
→ 6	0.0	-13	-4	-11	-0.4	-2	-11	13
CC1OC(NCCc2ccccc2)C(O)C(O)C1O (stereo not given)
→ 1	-0.3	-5	-4	-1	0.2	11	-11	0
Cc1ccc2c(c1)C1CN(C)CCC1N2C(=O)COc1ccc(S(=O)(=O)N2CCOCC2)cc1 (stereo not given)
→ 6	-1.1	4	-8	0	0.0	-17	-8	14
COc1ccc(C2NCc3ccc4c(c3-n3cccc32)OCO4)cc1O (stereo not given)
→ 31*	-0.6	65*	9	21	-0.1	50*	6	0
c1cncc(C2CC(c3cccs3)n3ncnc3N2)c1 (stereo not given)
→ 1	-0.1	1	-37	0	1.6	-10	-9	3
CCOC(=O)CN1C(=O)C2(C(C#N)=C(N)Oc3ccccc32)C(C(=O)OC)=C1C (stereo not given)
→ 6	0.1	-8	-2	3	0.3	11	2	-10
CCCSc1nc(O)c(CC)c(=O)n1C(C)CC (stereo not given)
→ 10	-0.7	6	2	-9	-0.6	-12	50	13
CC12CN3CC(C)(CN(C1)C3c1ccncc1)C2=O (stereo not given)
→ -2	0.1	-9	0	7	-0.4	-5	-11	12
CCN(CC)CCCN=C(C)c1c(O)n(-c2ccc(C)cc2)c(=O)[nH]c1=O
→ -6	-0.5	-2	4	-5	0.3	-9	-29	2
CCC(=Nc1ccc(OC)cc1OC)c1c(O)n(C2CCCCC2)c(=O)[nH]c1=O
→ 12	-0.5	-6	16	-9	1.1	-25	77*	9
CCOC(=O)[C@@]1(C#N)[C@@H]2C=CC(C(N)=O)=CN2[C@@H](C(N)=O)[C@@H]1c1cccc(Cl)c1
→ 9	-6.1	nt	8	-6	-0.7	-7	0	14
O=P1(Nc2cccnc2)COc2ccccc2OC1
→ -11	-0.9	-3	-7	6	0.3	-6	-8	2
CCCCn1c(O)c(C(CC)=Nc2ccc(C(=O)O)cc2)c(=O)[nH]c1=O
→ -3	0.6	-20	-3	5	0.1	-5	0	4
O=P1(Nc2ccc(F)cc2)COc2ccccc2OC1
→ -7	-1.1	-2	-5	-9	0.5	13	-3	6
CN(C)C1(c2nnnn2-c2ccc(Cl)cc2)CCCCC1
→ 8	-0.4	11	-10	7	0.3	-11	9	18
O=c1[nH]c(=O)n(Cc2ccco2)c(O)c1C=NC1CC1
→ 1	0.0	-6	-12	-11	0.4	10	-14	14
CCN(CC)CCCN=C(C)c1c(O)n(-c2ccccc2)c(=O)[nH]c1=O
→ -4	-1.0	-4	7	18	-0.5	-24	2	-19
Cc1ccc2nc(N3CCC(C(=O)N4CCC5(CC4)OCCO5)CC3)sc2c1
→ -13	-1.9	-5	0	74*	0.8	30	15	6
O=c1c2ccccc2nc(CSc2ncnc3nc[nH]c23)n1-c1ccccc1
→ 10	-0.5	-7	-19	11	-0.3	-6	-23	-3
Cc1cccc(N2C(=O)CC(=O)NC2=O)c1
→ -2	-0.3	-13	nt	-20	-0.2	-26	-1	6
CCNCC1(c2ccc(OC)c(OC)c2)CCCC1
→ 5	-1.0	22	-1	4	-0.9	-18	5	5
CCC(=NCc1cccnc1)c1c(O)n(Cc2ccccc2)c(=O)[nH]c1=O
→ 11	-1.1	4	6	-6	-0.3	0	-13	8
Cc1nn(Cc2ccccc2)c(C)c1C(=O)OCC(=O)Nc1ccccc1SCC#N
→ -5	-0.7	13	-4	6	0.5	-5	13	3
C=C1N2CCC(CC2)C1(O)c1ccccc1C (stereo not given)
→ 11	-1.1	8	16	2	-1.1	-14	-11	4
CC1(C)CC(n2[nH]c(=O)c3c2NC(=O)CSC3c2ccccc2)CCO1 (stereo not given)
→ -6	-3.2	nt	-8	-7	0.7	14	2	nt
Cc1ccc(N(C)C(=O)Oc2cccc3cccnc23)cc1
→ 8	0.1	4	-8	-20	0.4	-19	9	12
COC(=O)C(O)(c1ccc(NC(=O)c2ccco2)c(OC)c1)C(F)(F)F (stereo not given)
→ -6	1.4	nt	0	12	0.0	-5	2	nt
CCC/C(=N\O)c1c[nH]c2ccccc12
→ -8	0.0	13	-42	8	0.0	6	-11	5
CC1=[N+]([O-])C2(N)CCc3nonc3C2(O)C1 (stereo not given)
→ -23	0.2	-9	-22	5	0.0	-15	-19	11
NC1CCCCC1N=Cc1c(O)n(Cc2ccc(F)cc2)c(=O)[nH]c1=O (stereo not given)
→ -3	0.6	-13	1	-12	1.5	-28	13	6
COc1cccc(CNC2CN3CCC2CC3)c1OC (stereo not given)
→ -4	0.2	0	-15	8	-0.4	4	-20	4
CCOc1ccc2[nH]c(=O)c(CN(CCO)C3(c4nnnn4C4CCCCC4)CCCCC3)cc2c1
→ 12	-0.2	11	-4	-12	-0.8	5	20	8
O=C(c1ccc2c(=O)n(Cc3ccc4c(c3)OCO4)c(=S)[nH]c2c1)N1CCC2(CC1)OCCO2
→ -4	nt	-6	nt	-14	0.2	16	1	-2
N=C(N)c1c(O)n(C2CCCCC2)c(=O)n(C2CCCCC2)c1=O
→ -3	0.0	13	19	-4	3.2	-12	99*	7
CC(=O)c1cccc(OCC(O)CN2CC=C(c3ccccc3)CC2)c1 (stereo not given)
→ 11	-0.8	65*	-4	12	-0.8	-14	5	16
O=c1[nH]c(=O)n(-c2cccc(Cl)c2)c(O)c1C=NCCN1CCCCC1
→ 3	-1.5	nt	-3	7	0.3	-15	-3	nt
N#Cc1ccccc1Cn1cc(C(=O)c2ccco2)c2ccccc21
→ 5	-0.5	28	-10	12	0.0	-2	9	15
CCCC(C)C1(CC)C(=O)NC(=Nc2ccc(F)cc2)NC1=O (stereo not given)
→ -5	-1.4	-11	-17	-4	-0.1	4	33	-9
Cc1ccc2nc3c(cc2c1)CC1(C(=O)N(C)C(=O)N(C)C1=O)C1COCCN31 (stereo not given)
→ -5	-1.2	0	1	4	1.4	42	5	nt
O=C(Cn1ncc2c3ccccc3n(Cc3ccccc3)c2c1=O)N1CCC2(CC1)OCCO2
→ -16	-0.7	-10	2	32	0.6	22	11	9
COC(=O)c1ccc(N2C(=O)CC(N3CCC(n4c(=O)[nH]c5ccccc54)CC3)C2=O)cc1 (stereo not given)
→ 5	-1.0	7	nt	-54	0.1	-28	6	-1
C=CCn1c(O)c(C(CC)=Nc2ccccc2NC(C)=O)c(=O)[nH]c1=O
→ 4	0.1	8	-20	-4	-0.5	27	-10	11
COCCCNC(=O)c1c(NC(=O)c2ccco2)n(Cc2ccccc2)c2nc3ccccc3nc12
→ 5	-0.5	19	-1	-8	4.1	4	23	19
O=c1[nH]c2ccccc2n1C1CCN(CCCC(c2ccc(F)cc2)c2ccc(F)cc2)CC1
→ -12	-3.4	nt	21	-10	-0.5	-14	13	0
O=C(c1cc2cc3ccc(Cl)cc3nc2o1)N1CCC2(CC1)OCCO2
→ 7	-0.5	-3	-17	-7	0.6	3	-8	7
